# FBPA coupling cs – qHTS Assay for Inhibitors of Fructose-1,6-bisphosphate Aldolase from Giardia Lamblia: Coupling assay counterscreen. coupling enzyme system counterscreen, AmpLite Red fluorescence. activity change, negative = inhibition, % at 58.2 µM, hits read low. 0.67% of 290,000 active. AID 2472, 2010; in the data active means activity change below about -30%
#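 Counterscreen lacking aldolase: glyceraldehyde-3-phosphate coupling-enzyme reagent preincubated 10 min at RT with compound (at 57.5 uM final), then substrate/coupling system with AmpLite Red added; fluorescence read at 525/598 nm after 20 min RT.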
# An asterisk follows results filed as active; & = joins results of further samples. On the % scale 0 is the no-effect control and ±100 the full control effect. Not all compounds are listed (hit frequency here may not be typical).
SMILES,FBPA coupling cs
C#CCCCO/N=C1/C[C@@H](O)[C@@H](O)[C@@H]2[C@@H]3C(=O)N(CCC(=O)OCC)C(=O)[C@H]3CC[C@@H]12,1
COC(=O)C(CC(C)C)NS(=O)(=O)c1cc(Br)ccc1Br (centres undefined),2
COc1ccc(CNc2cc(-c3ccccc3CN(C)C)ncn2)c(OC)c1,-4
COCCn1c(=O)c(-c2cc(F)cc(F)c2)nc2cnc(Oc3ccccc3)nc21,-2
COc1ccc(-n2[nH]c3c4c(ncc3c2=O)CCCCC4)cc1,2
COc1cccc([C@@H]2Oc3ccc(OC)cc3/C(=N/O[C@@H](C)c3cc(-c4c(C)cc(C)cc4C)no3)[C@@H]2O)c1,-1
CS(=O)(=O)Nc1cccc(-c2ccc3ncnc(NC4CC4)c3c2)c1,-3
CCOC(=O)Cn1c(=O)sc2cccc(Cl)c21,-3
Cc1noc(C)c1-c1nc(N(C)Cc2ccco2)c2ccccc2n1,1
OC1CCC2Cc3ccccc3N=C12 (centres undefined),-2
CC(=O)[C@]1(O)CCC2C3CC(C)C4=CC(=O)C=CC4(C)[C@@]3(F)C(O)C[C@]21C (some centres undefined),5
CC(=O)OCC(NC(=O)C(C)NC(=O)OC(C)(C)C)C1OC(n2cc(C)c(=O)[nH]c2=O)C(OC(C)=O)C1OC(C)=O (centres undefined),2
COc1ccc(OC)c(C2=Nn3c(nnc3-c3ccccc3O)SC2)c1,-4
COC(=O)[C@H](C)NC(=O)C/C=C\[C@@H](C)[C@@H](CO)OC,3
Cc1ccc(B(O)O)cc1,0
O=C(Nc1ccc(O)c2c(=O)cc(-c3ccccc3Cl)oc12)c1ccc(Br)cc1,14
N#CCCCS(=O)(=O)c1nnnn1C1CCCCC1,1
CCOc1nc2cccc(C(=O)OC(C)OC(=O)OC3CCCCC3)c2n1Cc1ccc(-c2ccccc2-c2nn[nH]n2)cc1 (centres undefined),3
CC12C=C(/C=C/C=C/c3ccccc3)C(C)(C1)C(/C=C/c1ccccc1)CC2=O (centres undefined),-4
COc1cccc(Cn2c(=O)c(-c3ccc(F)cc3)nc3cncnc32)c1,1
O=[N+]([O-])c1cccc(C2=N[C@@H](Cc3ccccc3)CO2)c1,0
Cc1nc2cnc(N(C)C)nc2n(CCC#N)c1=O,2
CC1(OC(=O)c2ccc(Cl)nc2)C(=O)C=C2C=C(c3ccsc3)OC=C2C1=O (centres undefined),3
NC(=NC1C2CC3CC(C2)CC1C3)Nc1ccc(I)cc1 (centres undefined),5
COC(=O)[C@@]1(Cc2ccccc2)[C@H]2c3cc(C(=O)N4CCCC4)n(Cc4cccc5ccccc45)c3C[C@H]2CN1C(=O)c1ccccc1,1
CC(C)NC(=O)N1CCC2(CC1)CCN(C(=O)c1csnn1)CC2,-1
COC(=O)[C@@H]1CCCN1C(=O)[C@H]1C[C@@H]1[C@H](NC(=O)OCc1ccccc1)c1ccccc1,0
c1cncc(-c2cc(NCc3cccs3)ncn2)c1,2
CCOC(=O)N/N=C1/C[C@@H](O)[C@@H](O)[C@@H]2[C@@H]3C(=O)N(C(C)(C)C)C(=O)[C@H]3CC[C@@H]12,0
Cc1noc(NS(=O)(=O)c2cccc3c(N(C)C)cccc23)c1C,5
CC(C)(C)OC(=O)N1CCC[C@H]1C(O)(c1ccccc1)c1ccccc1,0
CC(=O)OCC(=O)C1CCC2C3CCC4=CC(=O)CC[C@@]4(C)C3CC[C@]12C (some centres undefined),4
COC(=O)c1ccc(C(/C=C/[C@@H](C)C(=O)NCc2cc(C)n(C)n2)NC(=O)OCc2ccccc2)cc1 (some centres undefined),-2
C[C@@H]1NC(=O)[C@@H](C)COC(=O)[C@H](C)NC(=O)[C@@H](C)COC1=O,1
CC(C)CO/N=C1/C[C@@H](O)[C@@H](O)[C@@H]2[C@@H]3C(=O)N(c4cccc(Oc5ccccc5)c4)C(=O)[C@H]3CC[C@@H]12,1
CN(C)c1ncc2nc(CCc3ccccc3)c(=O)n(C3CC3)c2n1,3
CC(C)CN1CCCC2(CCN(C(=O)c3cccn3C)CC2)C1,1
CC(C)CO/N=C1/C[C@@H](O)[C@@H](O)[C@@H]2[C@H]3C(=O)N(c4ccc(F)cc4F)C(=O)[C@@H]3CC[C@@H]12,-2
C[C@@H]1/C=C\CC(=O)OC[C@H](C)C(=O)N2CCC[C@@H]2C(=O)OC1,2
C=CCC1C=CC(Oc2ccc(OC)cc2)C(COC(=O)c2ccc(Br)cc2)O1 (centres undefined),1
Cc1noc(C)c1-c1ccc2ncnc(N(C)C)c2c1,-1
Cc1cccc(CNc2nc(-c3ccc4c(c3)OCO4)nc3ccccc23)c1,-5
COc1cccc(-c2nnc3n2N=C(c2ccc(OC)cc2OC)CS3)c1,2
CC1CCC2C(=O)OC(CN3C(=O)c4ccccc4C3=O)CN2C1c1ccc(Br)cc1 (centres undefined),-2
O=c1[nH]cnc2c1nc(Cl)n2C1OC(CO)C(O)C1O (centres undefined),4
Cc1noc(C)c1C(=O)N1CCC2(CCN(C(=O)Nc3ccccc3)CC2)CC1,2
CCCCC[C@H](O)CC[C@H]1[C@H](O)CC(=O)[C@@H]1CCCCCCC(=O)O,-1
CO[C@@H]1/C=C\CC(=O)N[C@@H](C)C(=O)OC[C@@H](OC)[C@H](C)CCCC(=O)OC[C@H]1C,0
CC(C)[C@@H](CC(=O)N[C@@H]1CCNC[C@H]1C(=O)N[C@H](CC(=O)N[C@@H](CCC(=O)O)CC(=O)O)Cc1c[nH]c2ccccc12)NC(=O)C[C@H](Cc1c[nH]c2ccccc12)NC(=O)[C@@H]1CCCC[C@H]1N,0
COc1ccccc1-c1nc(NCCNC(C)=O)c2ccccc2n1,-2
O=C(O)C(Cc1ccc2c(c1)oc1ccccc12)NCP(=O)(O)O (centres undefined),-1
C=CC1=C2C=C(C3CC3)N(CC(C)C)C=C2C(=O)C(C)(OC(=O)c2ccco2)C1=O (centres undefined),-43*
COc1cc(/C=C/C(=O)c2c(O)cc(C)oc2=O)ccc1O,-1
CC(=O)Oc1c2c(c3c(c1CC=C(C)C)O[C@@]14C(=CC5CC1C(C)(C)OC4(C/C=C(\C)C(=O)O)C5=O)C3=O)OC(C)(CCC=C(C)C)C=C2 (some centres undefined),1
O=C1C2=CC[C@H]3C(=O)N(Cc4ccccc4)C(=O)[C@@H]3[C@@H]2[C@H](O)[C@@H]2O[C@H]12,-3
Cc1ccccc1-c1cncnc1NCc1ccccc1,8
COc1ccc(C(=O)N2CCC3(CCN(Cc4ccc(C#N)cc4)CC3)CC2)cc1,0
COc1ccccc1-c1nccc(-n2ccnc2)n1,0
NC(=O)c1ncn([C@H]2O[C@@H](CO)[C@@H](O)[C@@H]2O)n1,1
Cn1c(N)c(C(=O)COC(=O)c2cc(C(F)(F)F)nc3c(C(F)(F)F)cccc23)c(=O)n(C)c1=O,1

# Additional results follow.
SMILES,FBPA coupling cs
CCCCCCCCCCCCCCCCCC(=O)NCCc1ccc(O)c(O)c1,0
COc1ccc2nc3c(c([Si](C)(C)C(C)(C)C)c2c1)Cn1c-3cccc1=O,-1
Cc1nc2cnc(N3CCOCC3)nc2n(C2CC2)c1=O,3
COC(=O)C1=C(C)N(Cc2ccccc2)C2=C3C(=O)N(c4ccccc4)C(=O)C3[C@@](O)(C(=O)OC)C(=O)N2C1c1ccccc1 (some centres undefined),1&2
CN(C)c1ccc(-c2nc(N(C)Cc3ccco3)c3ccccc3n2)cc1,-2
C[C@H](N)CCCC(C)(C)O,0
N#CCCCSc1nnnn1-c1cc(C(F)(F)F)cc(C(F)(F)F)c1,2
COCCn1c(=O)c(-c2ccc(OC)cc2)nc2cnc(Oc3ccc(OC)cc3)nc21,-1
CN(Cc1ccco1)c1ccnc(-c2ccccc2C(F)(F)F)n1,-3
COc1ccc(-n2c(=O)c(-c3cc(F)cc(F)c3)nc3cncnc32)cc1,5
Cn1c(=O)c(-c2cccs2)nc2cnc(OCc3ccccc3)nc21,0
COc1ccc(-n2c(=O)c(-c3ccc(F)cc3)nc3cncnc32)cc1,2

# Copied from the results shown for reference:
SMILES,FBPA coupling cs
CCCCCCCCCCCCCCCCCC(=O)NCCc1ccc(O)c(O)c1,0
COc1ccc2nc3c(c([Si](C)(C)C(C)(C)C)c2c1)Cn1c-3cccc1=O,-1
Cc1nc2cnc(N3CCOCC3)nc2n(C2CC2)c1=O,3
COC(=O)C1=C(C)N(Cc2ccccc2)C2=C3C(=O)N(c4ccccc4)C(=O)C3[C@@](O)(C(=O)OC)C(=O)N2C1c1ccccc1 (some centres undefined),1&2

# In another format: results already given
> Cc1nc2cnc(N3CCOCC3)nc2n(C2CC2)c1=O
  FBPA coupling cs: 3

> N#CCCCSc1nnnn1-c1cc(C(F)(F)F)cc(C(F)(F)F)c1
  FBPA coupling cs: 2

# Further entries follow.
SMILES,FBPA coupling cs
CCCn1c(C)nc2c(NCC(C)(C)CN(C)C)nc(C)nc21,0
Cc1nc2cncnc2n(-c2ccccc2)c1=O,-5
COc1cccc(Cn2c(=O)c(-c3ccc(Cl)cc3)nc3cnc(N4CCOCC4)nc32)c1,7
O=C(c1ccncc1)N1CCC2(CCCN(c3ccccn3)C2)CC1,2
CCC1=C(OC(=O)N(CC)CC)N2C(=O)OC(=NCC3CC3)[C@]2(C)[C@H]2C1=CC[C@H]1C(=O)N(c3ccccc3)C(=O)[C@H]12,-1
Cc1ccc2c(c1)C(=O)[C@@]1(O)CCN(c3ccccc3)C1=N2,6
Cc1ccc(S(=O)(=O)/C=C/C#N)cc1,1
CS(=O)(=O)N1CCC2(CCN(c3ccncc3)CC2)CC1,-2
COc1ncc2nc(-c3cn(C)c4ccccc34)c(=O)n(-c3ccccc3)c2n1,4
CCCCCCCC#Cc1ccccc1C(NC(=O)OC)C(C(=O)OC)C(=O)OC (centres undefined),0
COc1ccccc1N1CCN(C[C@@H](O)COc2cccc3ccccc23)CC1,-6&-3
CCN(CC)/[N+]([O-])=N/Oc1cc(O/N=[N+](\[O-])N(C)C)c([N+](=O)[O-])cc1[N+](=O)[O-],0

# A few values from the list:
# `CCCn1c(C)nc2c(NCC(C)(C)CN(C)C)nc(C)nc21` @ FBPA coupling cs = 0
# `CCCCCCCC#Cc1ccccc1C(NC(=O)OC)C(C(=O)OC)C(=O)OC` (centres undefined) @ FBPA coupling cs = 0
# `CS(=O)(=O)N1CCC2(CCN(c3ccncc3)CC2)CC1` @ FBPA coupling cs = -2
# `O=C(c1ccncc1)N1CCC2(CCCN(c3ccccn3)C2)CC1` @ FBPA coupling cs = 2
# `CCN(CC)/[N+]([O-])=N/Oc1cc(O/N=[N+](\[O-])N(C)C)c([N+](=O)[O-])cc1[N+](=O)[O-]` @ FBPA coupling cs = 0
# `COc1ccccc1N1CCN(C[C@@H](O)COc2cccc3ccccc23)CC1` @ FBPA coupling cs = -6&-3
# `Cc1nc2cncnc2n(-c2ccccc2)c1=O` @ FBPA coupling cs = -5

# Next part
SMILES,FBPA coupling cs
CC/C=C\C/C=C\C/C=C\C/C=C\C/C=C\C/C=C\CCC(=O)O[C@H](COCCCCCCCCCCCCCCCC)COP(=O)([O-])OCC[N+](C)(C)C,-5
COc1ccc(O[C@H]2C=C[C@@H](c3ccccc3)O[C@H]2COC(=O)CC/C(C)=N/OCC[C@@H]2C=C[C@H](OC(C)=O)[C@H](COC(C)=O)O2)cc1,-2
CC(C)[C@@H](CC(=O)N[C@@H]1CCNC[C@H]1C(=O)N[C@H](CC(=O)N[C@@H](CCC(=O)O)CC(=O)O)Cc1ccccc1)NC(=O)C[C@H](Cc1ccccc1)NC(=O)[C@@H]1CNCC[C@H]1N,-3
CC(=O)N1CCC2(CCCN(C(=O)Nc3cccc(C#N)c3)C2)CC1,-4
CC(=O)N1CCC2(CCCN(Cc3ccccc3)C2)CC1,1
CC1CCC(C(C)C)[C@H](OC(=O)c2ccccc2)C1 (some centres undefined),0
COC(=O)[C@@H]1C[C@@]2(O)[C@@H](O)[C@@H](O)[C@@H](O)C[C@H]2N1Cc1ccc(N2CCOCC2)cc1,1
CC(C)CO/N=C1/C[C@@H](O)[C@@H](O)[C@@H]2[C@@H]3C(=O)N(Cc4ccc5c(c4)OCO5)C(=O)[C@H]3CC[C@H]12,2
Clc1ccccc1-c1nc(NCCN2CCOCC2)c2ccccc2n1,5
CC(C)C[C@H](NC(=O)[C@H](CCCCN)NC(=O)[C@H](CCC(N)=O)NC(=O)[C@H](Cc1cnc[nH]1)NC(=O)[C@H](Cc1cnc[nH]1)NC(=O)[C@@H](N)C(C)C)C(=O)N[C@H](C(=O)N[C@@H](Cc1ccccc1)C(=O)N[C@@H](Cc1ccccc1)C(=O)N[C@@H](C)C(=O)N[C@@H](CCC(=O)O)C(=O)N[C@@H](CC(=O)O)C(=O)N[C@H](C(=O)NCC(=O)N[C@@H](CO)C(=O)N[C@@H](CC(N)=O)C(=O)N[C@@H](CCCCN)C(=O)O)C(C)C)C(C)C,0
CO/N=C\c1ccc(C(=O)N2[C@H](c3ccc(C)cc3)[C@@H](C)CC[C@H]2C(=O)OC)cc1,1
O=C(c1csnn1)N1CCC[C@@]2(CCN(Cc3ccccc3)C2)C1,2
c1nc2nc(Nc3ccc(N4CCOCC4)cc3)nc(NC3CCCCC3)c2[nH]1,-5
CCc1c2c(nc3ccc(OC)cc13)OC(C)C2 (centres undefined),-4
CC(=O)/C(=C\c1ccccc1)CC(=O)O,0
CO[C@@H]1COC(=O)C/C=C\[C@H](C)[C@@H](NS(=O)(=O)c2ccc(C)cc2)COC(=O)C/C=C\[C@@H]1C,1&-1
CC1=C(C(=O)OCc2ccccc2)C(C2CC2)NC(=O)N1CCCCCC(=O)O (centres undefined),0
Cc1cccc(CNc2ccnc(-c3cccc(NS(C)(=O)=O)c3)n2)c1,-5
C[C@H]1/C=C\CC(=O)OC[C@H](C)C(=O)N2CCC[C@@H]2C(=O)OC1,2
COc1ccc(COC[C@H](C)[C@H](O[Si](C)(C)C)[C@@H](C)[C@H]2OC(=O)[C@H]2C)cc1,1
c1cncc(-c2ccc3ncnc(NC4CCNCC4)c3c2)c1,0
C/C=C1/C2C=C(C)CC1(N)c1ccc(=O)[nH]c1C2 (centres undefined),3

# Compound activity: PubChem BioAssay, National Center for Advancing Translational Sciences (NCATS)
